Screens deposited in PubChem by several laboratories.
CSN deneddyl inh – inhibitors of CSN-mediated cullin deneddylation, primary screen, biochemical, fluorescence polarization, uHTS | 360,000 compounds, 0.38% hits | inhibition, % at 12.5 µM | COP9 signalosome complex subunit 5 (Homo sapiens), Q92905 | Purified CSN, SCF-Nedd8-OG deneddylation | AID 651999, 2013;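 active means pattern-corrected inhibition above about 35%, with an unprinted fluorescence ratio check between 0.5 and 1.5, limit read from the data, passing the limit was not always enough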;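 further: 0% = enzyme with substrate and 100% = substrate without enzyme; some results filed as inactive read as strong as hits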
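Assay system: purified human Csn5 enzyme expressed in HEK293T cells; measure: % inhibition; also added: SCFSkp2-Nedd8OG substrate at 10 nM final; technique: fluorescence polarization; times: reaction 90 min, room temperature; medium: Tris buffer pH 7.5, NaCl, DTT, Tween-20, trehalose, ovalbumin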
NadD inh – inhibitors of S. aureus NadD, primary screen, biochemical, colorimetric, uHTS. Nicotinate-nucleotide adenylyltransferase NadD (Staphylococcus aureus N315). purified NadD enzyme, colorimetric absorbance read-out. inhibition, % at 20 µM. 360,000 compounds, 0.78% hits. AID 602399, 2012; in the data active means inhibition above about 26%; further: some compounds past the cut are filed as inactive
Rin1 Abl inh – inhibitors of Rin1-Abl protein binding, primary screen, biochemical, TR-FRET. inhibition, % at 7.35 µM. 360,000 compounds, 0.4% hits. AID 588664, 2011. Tyrosine-protein kinase ABL1 (Homo sapiens) + Ras and Rab interactor 1 (Homo sapiens), …; in the data active means inhibition above about 5%, passing the limit was not always enough
Neddyl block – inhibitors of cullin neddylation, primary screen, biochemical, TR-FRET, uHTS, NAE and Ubc12; calls only at 25 µM; 360,000 compounds, 0.58% hits; NEDD8-conjugating enzyme Ubc12 (Homo sapiens) + NEDD8-activating enzyme E1 regulatory …; AID 651699, 2012; in the data active means inhibition above about 36%
MT1-MMP act inh – blockers of MT1-MMP proenzyme processing, primary screen, HT1080 RFP-PRO-GFP cells, GFP/RFP fluorescence | Matrix metalloproteinase-14 (Homo sapiens), P50281 | GFP/RFP ratio fluorescence, overnight; percent of plate control window, DMSO zero | GFP/RFP ratio change, % at 20 µM | 360,000 compounds, 0.061% hits | AID 651647, 2012;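 active means GFP/RFP ratio change of at least 30% with cell ATP level not reduced by more than half and red fluorescence within 50% of control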; further: strong numbers were not always called active
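Read-out: GFP/RFP fluorescence ratio; Test system: RFP-PRO-GFP reporter HT1080 cells; Compound dosing: single-point 20 µM compound, 1% DMSO; Times: overnight compound exposure at 37 °C.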
SKN-1 block – suppressors of acrylamide-induced Pgst-4::GFP reporter in worms, primary screen, SKN-1 inhibitor project, whole organism, uHTS, GFP/RFP fluorescence ratio, strain VP596; inhibition, % at 21.8 µM; 360,000 compounds, 0.49% hits; C. elegans VP596 Pgst-4::GFP/RFP ratio, 24 h;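 active means interference check ratio from 0.5 to 1.5 plus GFP to RFP signal ratio inhibition reaching or exceeding a fixed threshold, cut at about 30% in these data, passing the limit was not always enough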; further: some compounds called inactive have numbers as strong as hits
FAS-TE inh – FAS thioesterase domain inhibitors, primary screen, biochemical, fluorescence intensity, uHTS; recombinant FAS-TE, OMFH fluorogenic substrate, fluorescence endpoint; inhibition, % at 15 µM; 360,000 compounds, 0.67% hits; Fatty acid synthase (Homo sapiens), P49327;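 active means compounds whose normalised, plate-corrected inhibition of enzyme fluorescence in the single-dose primary screen is 50% or more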;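 further: 0% = DMSO with enzyme and 100% = substrate without enzyme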
Rpn11 block – Rpn11 (PSMD14) deubiquitinase inhibitors, primary screen, biochemical, fluorescence polarization, uHTS. AID 588493, 2011. human 26S proteasome, Ub4-pepOG fluorescence polarization; 20S core pre-blocked with epoxomicin. calls only at 20 µM. 26S proteasome non-ATPase regulatory subunit 14 (Homo sapiens), O00487. 360,000 compounds, 0.59% hits;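 active means inhibition at 20 µM, scaled to each plate's controls, above about 33%, limit read from the data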
Target sequence (O00487 whole entry, looked up): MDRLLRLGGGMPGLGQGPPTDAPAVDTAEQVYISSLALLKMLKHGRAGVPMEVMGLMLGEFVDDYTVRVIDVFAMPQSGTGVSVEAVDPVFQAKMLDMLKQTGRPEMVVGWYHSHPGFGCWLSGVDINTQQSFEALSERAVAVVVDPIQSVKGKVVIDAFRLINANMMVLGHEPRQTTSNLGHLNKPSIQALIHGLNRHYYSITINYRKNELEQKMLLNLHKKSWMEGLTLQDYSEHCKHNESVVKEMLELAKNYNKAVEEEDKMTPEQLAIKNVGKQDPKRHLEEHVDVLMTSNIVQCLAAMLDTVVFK
PABP1 MLLE inh – inhibitors of PABP1 MLLE–PAM2 peptide binding, primary screen, biochemical, fluorescence polarization, FITC-PAM2, GST-MLLE; 360,000 compounds, 0.36% hits; AID 588489, 2011; inhibition, % at 20 µM; in the data active means inhibition above about 35%, passing the limit was not always enough;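 further: plate controls were DMSO wells with GST-MLLE for no effect and wells lacking GST-MLLE protein for full effect; some results filed as inactive read as strong as hits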
Target sequence (P11940 whole entry, looked up): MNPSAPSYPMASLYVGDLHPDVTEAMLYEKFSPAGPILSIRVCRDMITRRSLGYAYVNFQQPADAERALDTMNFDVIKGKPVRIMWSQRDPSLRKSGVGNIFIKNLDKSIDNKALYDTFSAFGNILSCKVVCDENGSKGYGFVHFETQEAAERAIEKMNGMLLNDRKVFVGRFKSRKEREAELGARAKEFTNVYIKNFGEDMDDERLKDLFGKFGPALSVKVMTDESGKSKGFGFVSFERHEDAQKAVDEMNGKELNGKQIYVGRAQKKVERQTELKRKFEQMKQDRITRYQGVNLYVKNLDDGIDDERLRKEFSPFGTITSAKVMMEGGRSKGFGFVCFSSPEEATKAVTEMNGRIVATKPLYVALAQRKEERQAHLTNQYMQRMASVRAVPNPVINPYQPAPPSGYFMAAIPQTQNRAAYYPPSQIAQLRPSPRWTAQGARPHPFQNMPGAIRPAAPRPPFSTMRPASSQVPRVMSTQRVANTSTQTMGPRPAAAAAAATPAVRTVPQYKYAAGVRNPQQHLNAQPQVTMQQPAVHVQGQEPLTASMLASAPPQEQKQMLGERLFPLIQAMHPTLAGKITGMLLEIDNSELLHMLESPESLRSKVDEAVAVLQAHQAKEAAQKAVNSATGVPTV
The depositor's hits bear a star. Rows were taken by chance; any-hit rate near 3.9%.

CC(C)CC(NC(=O)C(CC(C)C)NC(=O)C(Cc1ccc(OCc2ccccc2)cc1)NC(=O)OC(C)(C)C)C(N)=O (configuration not stated) was read as CSN deneddyl inh -15, NadD inh 6, Rin1 Abl inh -3, Neddyl block inactive, MT1-MMP act inh -4, SKN-1 block 4, FAS-TE inh -14, Rpn11 block inactive and PABP1 MLLE inh -3.
CCn1c(=O)c(C(=O)CN2CCN(Cc3ccc4c(c3)OCO4)CC2)c(N)n(Cc2ccccc2)c1=O was read as CSN deneddyl inh -3, NadD inh 1, Rin1 Abl inh 5, Neddyl block inactive, MT1-MMP act inh 1, SKN-1 block 1, FAS-TE inh -2, Rpn11 block inactive and PABP1 MLLE inh -9.
For CCOC(=O)c1cc(CC)sc1NC(=O)c1cc(OC)c(OC)c(OC)c1 the results were CSN deneddyl inh 4, NadD inh -9, Rin1 Abl inh 4, Neddyl block inactive, MT1-MMP act inh -4, SKN-1 block -12, FAS-TE inh 18, Rpn11 block inactive and PABP1 MLLE inh 9.
For CCCC(CCC)C(=O)Nc1ccncc1 the results were CSN deneddyl inh -2, NadD inh -1, Rin1 Abl inh -3, Neddyl block inactive, MT1-MMP act inh -3, SKN-1 block 3, FAS-TE inh -5, Rpn11 block inactive and PABP1 MLLE inh -3.
COCCNC(=O)c1cccc(OC2CCN(Cc3ccc(F)cc3OC)CC2)c1 was read as CSN deneddyl inh -5, NadD inh 0, Rin1 Abl inh 2, Neddyl block inactive, MT1-MMP act inh 2, SKN-1 block -11, FAS-TE inh -2, Rpn11 block inactive and PABP1 MLLE inh 9.
Screening COc1ccc(NS(=O)(=O)c2cc([N+](=O)[O-])ccc2NN=Cc2ccccc2OCC(=O)O)cc1 returned CSN deneddyl inh 0, NadD inh 19, Rin1 Abl inh -3, Neddyl block inactive, MT1-MMP act inh 0, SKN-1 block 3, FAS-TE inh 34, Rpn11 block inactive and PABP1 MLLE inh -38.
Screening COc1ccccc1C(=O)NNC(=O)CCC(=O)NCc1ccccc1 returned CSN deneddyl inh 5, NadD inh -4, Rin1 Abl inh 1, Neddyl block inactive, MT1-MMP act inh -1, SKN-1 block -10, FAS-TE inh -9, Rpn11 block inactive and PABP1 MLLE inh -4.
Screening COc1ccc(C/C(C)=N/NC(=O)c2ccc(Cl)cc2)cc1 returned CSN deneddyl inh 1, NadD inh 1, Rin1 Abl inh -7, Neddyl block inactive, MT1-MMP act inh -1, SKN-1 block -19, FAS-TE inh -10, Rpn11 block inactive and PABP1 MLLE inh -13.
`Cc1ccc(NC(=O)CCC(=O)NNC(=O)NC2CCCCC2)c(C)c1` gave CSN deneddyl inh -3, NadD inh 4, Rin1 Abl inh 2, Neddyl block inactive, MT1-MMP act inh 1, SKN-1 block 3, FAS-TE inh -11, Rpn11 block inactive and PABP1 MLLE inh -9.
`CCOC(=O)[C@H]1[C@H]2COc3ccc(C)cc3[C@@H]2N2C(=O)c3ccccc3NC(=O)[C@@]12C` gave CSN deneddyl inh 1, NadD inh -2, Rin1 Abl inh -3, Neddyl block inactive, MT1-MMP act inh 1, SKN-1 block 15, FAS-TE inh 6, Rpn11 block inactive and PABP1 MLLE inh -5.
COc1ccccc1CC(=O)N(CCC#N)CCC#N was read as CSN deneddyl inh 2, NadD inh -2, Rin1 Abl inh -4, Neddyl block inactive, MT1-MMP act inh 5, SKN-1 block -1, FAS-TE inh -5, Rpn11 block inactive and PABP1 MLLE inh 11.
`COc1ccc(Oc2nc3ccccc3n(C)c2=O)cc1` gave CSN deneddyl inh 3, NadD inh -3, Rin1 Abl inh 8, Neddyl block inactive, MT1-MMP act inh 6, SKN-1 block -5, FAS-TE inh -1, Rpn11 block inactive and PABP1 MLLE inh -9.
`O=C(O)c1ccccc1C(=O)Nc1ccc(-n2nc(C(F)(F)F)cc2C(F)(F)F)cc1` gave CSN deneddyl inh -2, NadD inh -8, Rin1 Abl inh 0, Neddyl block inactive, MT1-MMP act inh 1, SKN-1 block -4, FAS-TE inh 0, Rpn11 block inactive and PABP1 MLLE inh -3.
For CCN(c1ccccc1)S(=O)(=O)c1ccc(OCc2c(C)noc2C)cc1 the results were CSN deneddyl inh -1, NadD inh 0, Rin1 Abl inh -1, Neddyl block inactive, MT1-MMP act inh -3, SKN-1 block -13, FAS-TE inh 21, Rpn11 block inactive and PABP1 MLLE inh 5.
For CCOC(=O)C1=C(O)C(=O)N(c2ccc(S(N)(=O)=O)cc2)C1c1ccc([N+](=O)[O-])cc1 (configuration not stated) the results were CSN deneddyl inh 0, NadD inh -5, Rin1 Abl inh -2, Neddyl block inactive, MT1-MMP act inh 2, SKN-1 block -4, FAS-TE inh 1, Rpn11 block inactive and PABP1 MLLE inh -3.
`O=C1CC(CC(=O)N/N=C/c2ccccc2[N+](=O)[O-])=NN1` gave CSN deneddyl inh 1, NadD inh 5, Rin1 Abl inh 0, Neddyl block inactive, MT1-MMP act inh 9, SKN-1 block 3, FAS-TE inh -10, Rpn11 block inactive and PABP1 MLLE inh 2.
O=S1(=O)CCOC[C@H](CC2CCCCC2)N1Cc1cccc(Cl)c1 was read as CSN deneddyl inh 2, NadD inh -5, Rin1 Abl inh 1, Neddyl block inactive, MT1-MMP act inh 1, SKN-1 block 3, FAS-TE inh 23, Rpn11 block inactive and PABP1 MLLE inh -2.
`Cc1ccc(CCC(=O)Nc2cc(Cl)ccc2Cl)o1` gave CSN deneddyl inh 0, NadD inh -7, Rin1 Abl inh -2, Neddyl block inactive, MT1-MMP act inh 0, SKN-1 block 14, FAS-TE inh 12, Rpn11 block inactive and PABP1 MLLE inh -13.
For O=C(COC(=O)c1ccc2ncsc2c1)NC(=O)NCc1ccccc1 the results were CSN deneddyl inh 4, NadD inh -11, Rin1 Abl inh 1, Neddyl block inactive, MT1-MMP act inh -2, SKN-1 block -20, FAS-TE inh -1, Rpn11 block inactive and PABP1 MLLE inh -5.
COc1ccccc1CNC(=O)CS(=O)Cc1nc(-c2ccc(OC)c(OC)c2)oc1C (configuration not stated) was read as CSN deneddyl inh -3, NadD inh 1, Rin1 Abl inh 1, Neddyl block inactive, MT1-MMP act inh -2, SKN-1 block -3, FAS-TE inh -6, Rpn11 block inactive and PABP1 MLLE inh 7.
`O=[N+]([O-])c1ccc(CP(=O)(c2ccccc2)c2ccccc2)cc1` gave CSN deneddyl inh -5, NadD inh -4, Rin1 Abl inh 1, Neddyl block inactive, MT1-MMP act inh -4, SKN-1 block 2, FAS-TE inh 3, Rpn11 block inactive and PABP1 MLLE inh 12.
Screening COc1ccc(OC)c(-c2cn(S(=O)(=O)c3ccccc3)nc2N)c1 returned CSN deneddyl inh 4, NadD inh -4, Rin1 Abl inh -1, Neddyl block inactive, MT1-MMP act inh 9, SKN-1 block 0, FAS-TE inh 8, Rpn11 block inactive and PABP1 MLLE inh 14.
For Cn1ccc2c(N3c4ccccc4CCc4ccccc43)cc3c(c21)C1CCC3O1 (configuration not stated) the results were CSN deneddyl inh 16, NadD inh 10, Rin1 Abl inh -5, Neddyl block inactive, MT1-MMP act inh 6, SKN-1 block 15, FAS-TE inh 38, Rpn11 block active and PABP1 MLLE inh -24.
Screening Nn1c(SCC(=O)Nc2cc(C(F)(F)F)ccc2Cl)nncc1=O returned CSN deneddyl inh 1, NadD inh 1, Rin1 Abl inh 1, Neddyl block inactive, MT1-MMP act inh -2, SKN-1 block -13, FAS-TE inh -22, Rpn11 block inactive and PABP1 MLLE inh 6.
Screening NC1=NC[C@@H](Cc2ccc(O)cc2)N1CC1CCCCC1 returned CSN deneddyl inh 4, NadD inh -11, Rin1 Abl inh 2, Neddyl block inactive, MT1-MMP act inh 0, SKN-1 block 3, FAS-TE inh -10, Rpn11 block inactive and PABP1 MLLE inh -6.
Cc1cc(OCC(O)CN2CCN(CCO)CC2)ccc1C(C)C (configuration not stated) was read as CSN deneddyl inh 2, NadD inh -3, Rin1 Abl inh -1, Neddyl block inactive, MT1-MMP act inh 1, SKN-1 block -15, FAS-TE inh -5, Rpn11 block inactive and PABP1 MLLE inh -3.
For O=C(Nc1ccc(C(=O)c2ccc(C(=O)O)c(C(=O)O)c2)cc1)c1ccccc1 the results were CSN deneddyl inh -4, NadD inh 2, Rin1 Abl inh 1, Neddyl block inactive, MT1-MMP act inh -2, SKN-1 block -12, FAS-TE inh -11, Rpn11 block inactive and PABP1 MLLE inh 1.
Screening CCOC(=O)c1cnn(CCOC(=O)c2ccccc2)c1NC(=O)c1ccccc1 returned CSN deneddyl inh -1, NadD inh -2, Rin1 Abl inh 6, Neddyl block inactive, MT1-MMP act inh -2, SKN-1 block -6, FAS-TE inh -1, Rpn11 block inactive and PABP1 MLLE inh -5.
`COc1ccc(NC(=O)C(=O)NNC(=O)COc2ccc(Cl)cc2)c(OC)c1` gave CSN deneddyl inh -3, NadD inh -2, Rin1 Abl inh 4, Neddyl block inactive, MT1-MMP act inh 0, SKN-1 block -2, FAS-TE inh 2, Rpn11 block inactive and PABP1 MLLE inh -5.
`Cc1cc(Br)ccc1-n1[nH]c(C)c(C=Nc2cccc3nsnc23)c1=O` gave CSN deneddyl inh 9, NadD inh 13, Rin1 Abl inh 1, Neddyl block inactive, MT1-MMP act inh -4, SKN-1 block 0, FAS-TE inh 13, Rpn11 block inactive and PABP1 MLLE inh -46.
For CC(C)CN(C(=O)CN1CCN(S(=O)(=O)c2ccc3ccccc3c2)CC1)c1c(N)n(CC(C)C)c(=O)[nH]c1=O the results were CSN deneddyl inh -3, NadD inh 5, Rin1 Abl inh 0, Neddyl block inactive, MT1-MMP act inh 4, SKN-1 block 2, FAS-TE inh -10, Rpn11 block inactive and PABP1 MLLE inh -1.
Screening O=C1CCC(=O)N1c1ccc(NC2CCN(Cc3ccccc3)CC2)c([N+](=O)[O-])c1 returned CSN deneddyl inh -3, NadD inh -8, Rin1 Abl inh -5, Neddyl block inactive, MT1-MMP act inh 5, SKN-1 block 8, FAS-TE inh 30, Rpn11 block inactive and PABP1 MLLE inh 3.

2 neighbouring entries out of the list so far:
`O=C1CC(CC(=O)N/N=C/c2ccccc2[N+](=O)[O-])=NN1` gave CSN deneddyl inh 1, NadD inh 5, Rin1 Abl inh 0, Neddyl block inactive, MT1-MMP act inh 9, SKN-1 block 3, FAS-TE inh -10, Rpn11 block inactive and PABP1 MLLE inh 2.
O=S1(=O)CCOC[C@H](CC2CCCCC2)N1Cc1cccc(Cl)c1 was read as CSN deneddyl inh 2, NadD inh -5, Rin1 Abl inh 1, Neddyl block inactive, MT1-MMP act inh 1, SKN-1 block 3, FAS-TE inh 23, Rpn11 block inactive and PABP1 MLLE inh -2.
